From PubChem
KB-3-1 tox – KB-3-1 parental cell cytotoxicity. Potency, µM (highest dose often 46.1 µM), for the others: top-dose activity change, negative = cytotoxic, usual class: cytotoxic. KB-3-1 viability, CellTiter-Glo ATP luminescence, 72 h. 400,000 compounds, 1.4% hits; further: potency means the concentration at half of the fitted maximal effect; on the % scale 0 is the no-effect control and ±100 the full control effect; nearly all actives have a fitted effect of over 60% in size
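Here the drug-naive KB-3-1 line serves as comparator for MDR sub-line selectivity; cells received compound titrations, 72 h at 37 °C, then CellTiter-Glo readout.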
HT1080 IDH1KD tx – kills HT-1080 cells with IDH1 knockdown. Potency, µM (series often up to 46.1 µM), for inactives: top-dose activity, negative = toxicity, usual class: cytotoxic. 360,000 compounds, 2% hits. HT-1080 IDH1 knockdown viability, ATP luminescence, 48 h. AID 686971;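 further: potency means the concentration at half of the fitted maximal effect; 0% = DMSO wells and -100% = cell-free medium wells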
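Knockdown cells (IDH1KD HT-1080) received compounds 2 h after plating at 750 cells/well and were kept 48 h at 37 °C in 5% FBS RPMI. A CellTiter-Glo luminescence read gave % activity for curve fitting.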
MCF10A rereplic – induces DNA re-replication in MCF 10a normal breast cells. MCF 10A DNA re-replication, Hoechst nuclear intensity, 48 h. Potency, µM (titrated, usually from 46.1 µM), without a hit: at the highest dose activity, positive = re-replication, hits mostly activators. 350,000 compounds, 2.9% hits. AID 624296; further: potency means the concentration at half of the fitted maximal effect; % of control where 0% means no effect; nearly all actives have a fitted effect of over 50% in size
HT1080-NT tox – kills 2HG-producing HT-1080-NT fibrosarcoma cells | HT-1080-NT fibrosarcoma viability, CellTiter-Glo ATP luminescence, 48 h | Potency, µM (doses to about 46.1 µM), for the others: top-dose activity, negative = less viability, hits mostly cytotoxic | 360,000 compounds, 1.6% hits | AID 686970;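 further: NT is the 2HG producing partner of a matched IDH1 knockdown line; potency means the concentration at half of the fitted maximal effect; 0% = DMSO-treated cells and -100% = media-only wells without cells; nearly all actives have a fitted effect of over 55% in size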
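Compounds were tested in concentration-response format on HT-1080-NT cells for 48 hours at 37 degrees C. Cell viability came from CellTiter-Glo luminescence; curves were classified by r2, response magnitude and activity.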
ATXN2 expr inh – ATXN2 expression inhibition; 360,000 compounds, 0.72% hits; Potency, µM (doses to about 57 µM), for the others: top-dose activity change, negative = inhibition, actives largely listed as inhibitors; HEK-293 ATXN2-luciferase reporter, luminescence, 24 h; further: potency means the concentration at half of the fitted maximal effect; on the % scale 0 is the no-effect control and ±100 the full control effect; nearly all actives have a fitted effect of over 55% in size
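qHTS (up to 57 uM final) was run with 24 h compound exposure of reporter cells at 37 °C. Each well was multiplexed: SteadyGlo luminescence measured ATXN2-luciferase expression after a fluorogenic Gly-Phe-AFC viability readout (25 uM final).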
SW480 rerep – induces DNA re-replication in SW480 colon adenocarcinoma cells; 340,000 compounds, 1.8% hits; Potency, µM (top dose mostly 46.1 µM), for inactives: top-dose re-replication activation, actives largely listed as activators; SW480 DNA re-replication, Hoechst DNA content imaging, 48 h; further: potency means the concentration at half of the fitted maximal effect; % of control where 0% means no effect; nearly all actives have a fitted effect of over 55% in size
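Hoechst fluorescence of nuclei (405 nm excitation, 500-530 nm emission) measured by plate-scanning imager after 48 hr compound exposure at 37 C; re-replication scored as increased number of nuclei with elevated intensity.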
IL-1B inflam inh – inflammasome signaling inhibition, IL-1 beta readout; THP-1 LPS/ATP IL-1B secretion, AlphaLISA, 16 h; hits give low values; activity change, % at 57.5 µM; 360,000 compounds, 4.7% hits; in the data active means activity change below about -50%; inconclusive means mostly about -30% to -49%; further: on the % scale 0 is the no-effect control and ±100 the full control effect
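THP-1 cells pretreated 1 hr with compounds (up to 57.5 uM final), then stimulated with LPS (250 ng/mL final) plus ATP (1.25 mM final); secreted IL-1B measured by AlphaLISA after 16 hr, decreased signal indicating inhibition.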
KB-V1 MDR tox – kills drug-selected multidrug resistant KB-V1 cells. Potency, µM (top dose mostly 46.1 µM), without a hit: at the top dose activity change, negative = cytotoxicity, actives largely listed as cytotoxic. KB-V1 MDR cells viability, CellTiter-Glo, 72 h. 400,000 compounds, 3.4% hits; further: potency means the concentration at half of the fitted maximal effect; on the % scale 0 is the no-effect control and ±100 the full control effect; nearly all actives have a fitted effect of over 60% in size
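Compound-treated KB-V1 multidrug-resistant cells, 72 h, 37 degrees C; viability by CellTiter-Glo. Fitted qHTS curves give the values.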
S2 tox – cell viability loss in ATXN counter-screen. AID 651635. Potency, µM (highest dose often 56.7 µM), usual class: cytotoxic. 400,000 compounds, 0.49% hits. S2 cells (HEK-293 line with an ATXN2-luciferase reporter) viability, CellTiter-Fluor protease fluorescence, 24 h; further: potency means the concentration at half of the fitted maximal effect; nearly all actives have a fitted effect of over 40% in size
The depositor's hits bear a star; i = inactive; ? = inconclusive; . = no result given; & = joins results of further samples; [ ] = another dose, or the depositor's remark. Unless noted, the call rests on the fitted dose curve; in most records, active means well fitted curve in the direction sought with a large enough effect; inconclusive means small, poorly fitted or top-dose-only effect, or another doubt; inactive means no such curve, though single readings can be large; an effect the other way counts as inactive or inconclusive.

SMILES | KB-3-1 tox | HT1080 IDH1KD tx | MCF10A rereplic | HT1080-NT tox | ATXN2 expr inh | SW480 rerep | IL-1B inflam inh | KB-V1 MDR tox | S2 tox
Cc1nnc(Nc2ccc(S(N)(=O)=O)cc2)c2ccccc12 | 17% | 12% | -2% | 12% | 6% | -2% | -3 | 22% | i
CC(=O)Nc1ccc(S(=O)(=O)NCC2CCC(C(=O)NC3CCCCCC3)CC2)cc1 (stereo not drawn) | 0% | -3% | ? | -5% | 5% | ? | 8 | -2% | i
CCN(C(=O)COC(=O)c1cnc(C)cn1)c1c(N)n(Cc2ccccc2)c(=O)[nH]c1=O | 4% | 9% | 4% | 3% | 1% | ? | -2 | -4% | ?
O=C(c1ccncc1)N1CCN(C(=O)c2ccncc2)CC1 | 1% | 0% | -4% | 5% | 11% | -8% | 83 | 0% | i
CC(CNC(=O)CN1C(=O)C(=O)N(C2CCCC2)C1=O)c1ccccc1 (stereo not drawn) | -29% | -2% | -2% | ? | . | 1% | -1 | 6% | ?
CC(=O)NC(CC(=O)OCC(=O)Nc1ccc2c(c1)OCO2)c1ccccc1 (stereo not drawn) | ? | 6% | 3% | 15% | -6% | -22% | 4 | 28% | i
CC(=O)[C@@H]1[C@@H](C)N(Cc2ccccc2)C(=O)N[C@H]1c1cccc(C(F)(F)F)c1 | ? | -1% | -1% | 0% | -6% | -14% | 22 | -16% | i
O=C1NCN(CCO)CN1 | 13% | 19% | -10% | 9% | . | 0% | 6 | 1% | i
CC1CN(C(=O)COC(=O)c2ccc(Cl)nc2)CC(C)O1 (stereo not drawn) | -6% | 6% | ? | 16% | 11% | -7% | 5 | 0% | i
Cc1cc(OC(C)C)nc(NCc2ccccc2)n1 | 12µM* | ? | ? | ? | -19% | ? | 4 | -20% | ?
O=c1nc(/C=C/c2cccn2-c2ccc([N+](=O)[O-])cc2)cc(C(F)(F)F)[nH]1 | 4% | -7% | -8% | 0% | 3% | -6% | -1 | -1% | i
CC[C@@H](NCCCn1cnc2c(SC)ncnc21)c1ccccc1 | 2% | -30% | . | -1% | -19% | . | 0 | ? | i
O=C(/C=C/c1ccccc1Cl)Nc1ccncc1 | 6% | 1% | -20% | 4% | 40%[activator] | 3% | -22 | 7% | i
O=C(N/N=C\c1ccccn1)C1c2ccccc2Oc2ccccc21 | 1% | ? | -34%[inhibitor] | ? | ? | 18µM* | 81 | -17% | i
COC(=O)c1sccc1NC(=O)c1c(C)noc1C | 7% | -10% | 2% | 4% | -14% | 0% | 14 | -30% | i
COc1ccc(NC(=O)CN(C)C(=O)CN2C(=O)c3ccc([N+](=O)[O-])cc3C2=O)cc1 | 4% | 7% | 0% | 10% | 5% | -5% | 15 | ? | i
CCOC(=O)Cn1c(=NC(=O)CSC(C)=O)sc2ccccc21 | 8% | 3% | 5% | 3% | -7% | -16% | -22 | 0% | i
Nc1cc(=O)[nH]n1C1CCN(c2ccccc2)CC1 | 22% | -2% | -36%[inhibitor] | -1% | -5% | 11%[9.22 µM] | 5 | 14% | i
CC(O)CNCCCOc1cccc(C(F)(F)F)c1 (stereo not drawn) | 1% | -13% | -5% | -18% | -19% | -7% | 1 | -16% | i
Cc1ccc(NC(=O)c2ccc(S(=O)(=O)N3CC(C)CC(C)C3)cc2)cc1S(=O)(=O)N1CCOCC1 (stereo not drawn) | ? | -8% | ? | -2% | -14% | 10% | -22 | -14% | i
CCC1=NN2C(=N)/C(=C/c3ccc(OS(=O)(=O)c4ccc(C)cc4)c(OC)c3)C(=O)N=C2S1 | -5% | -15% | 18% | -3% | 11% | ? | 25 | -1% | i
COc1cc(NC(=O)CSCc2ccc(Cl)cc2Cl)c(C(=O)O)cc1OC | -5% | -14% | 16% | -10% | -16% | -8% | 26 | -19% | i
CCn1c(C)cc(C(=O)COC(=O)c2ccccc2[N+](=O)[O-])c1C | 6% | 3% | -7% | -2% | -82% | -4% | -9 | 26µM* | i
CCC(CC)c1nnc(NC(=O)CCS(=O)(=O)Cc2ccccc2)s1 | -3% | -19% | ? | ? | 3% | 27% | -18 | -9% | i
Cc1cc(C)c2nc3nc(C)c(C)cc3c(N)c2c1 | -29% | 13µM* | ? | ? | ? | 0% | -89* | -21% | .
CCCCN1C(N)=NC[C@@H]1Cc1ccccc1 | ? | -1% | 10% | 7% | 2% | -2% | 6 | -11% | i
COc1ccccc1Cc1c(-c2ccc(C)cc2)nc2c(C)cc(Br)cn12 | -27% | ? | . | ? | 0% | . | 42 | -22% | ?
CC(C)(O)c1ccccc1CC[C@H](SCC1(CC(=O)O)CC1)c1cccc(/C=C/c2ccc3ccc(Cl)cc3n2)c1 | 7% | . | ? | . | . | 2% | . | -2% | .
COc1cc2cc(CN(CCO)S(=O)(=O)c3ccccc3Cl)c(=O)[nH]c2cc1OC | 25% | 8% | -1% | -3% | 10% | -15% | -5 | 2% | i
CCCCOc1ccc(-c2nnn(CCC(=O)N3CCOCC3)n2)cc1 | -14% | -3% | 26% | 9% | 0% | 8% | 25 | ? | i
COc1ccc(-c2cc(C(F)(F)F)nc(NCc3ccc(Cl)cc3)n2)cc1 | -8% | . | . | . | -17% | . | . | -7% | i
Cc1[nH]c(=O)[nH]c(=O)c1S(=O)(=O)N(C)Cc1ccccc1 | 17% | -7% | -1% | -2% | -8% | -5% | -11 | -3% | i
CCN1CCN(c2nc3c(c(=O)[nH]c(=O)n3C)n2Cc2ccccc2F)CC1 | -3% | -1% | ? | -1% | 2% | 11% | 13 | 6% | i
Cc1nn(C(=O)c2ccco2)c(C)c1Sc1ccc(Cl)cc1 | 1% | -12% | -3% | -9% | -2% | 0% | 14 | -4% | i
O=C(Nc1ccccc1N1CCOCC1)c1cc(=O)[nH]c2ccccc12 | -9% | -4% | 0% | 1% | . | 1% | 6 | 3% | ?
COC(=O)COc1ccc(NS(=O)(=O)c2cccc([N+](=O)[O-])c2)cc1 | 8% | -15% | 16% | -4% | -27% | -26% | -152* | 6% | i
CCCCNC(=S)N(C)/N=C/c1ccc(OCC(=O)Nc2c(C)cc(C)cc2C)c(OC)c1 | -18% | ? | 18µM* | -27% | -32% | 16µM* | -9 | 18% | i
CCOc1ccc(NC(=O)CSc2ncnc3c2sc2ccccc23)cc1 | 0%&1% | 2% | -2% | -7% | 17%&-8% | ? | 13 | ? | i
COc1ccc(OC)c(NC(=O)COc2ccc(S(=O)(=O)NC(C)C)cc2)c1 | 5% | 0% | 15% | -4% | -2% | 3% | ? | ? | i
C[C@@H]1CC2=C(C(=O)OC(C)(C)O2)[C@@H](C2CC2)O1 | 10% | 0% | . | 16% | 7% | . | 32 | 0% | i
CSc1ccc(S(=O)(=O)NCc2ccccc2C)cc1 | ? | -2% | 4% | -4% | -22% | -3% | 0 | -12% | i
Fc1ccc(Oc2nc(-c3ccccc3)nnc2C(F)(F)F)cc1 | 12% | 18% | ? | 7% | 4% | 2% | 4 | 8% | i
Cc1ccc(OCc2cc(C(=O)N3CC4C[C@@H]5CC3C[C@H](C4)C5)no2)cc1C | . | 4% | ? | 2% | 75%[activator] | ? | -29 | . | i
Cc1ccc(C)c(NC(=O)CNC(=O)N2CC(=O)Nc3ccccc32)c1 | -3% | 11% | -3% | -4% | 3% | 5% | 29 | 10% | i
O=C(CN1C(=O)S/C(=C\c2ccc(C(=O)O)cc2)C1=O)Nc1ccccc1 | -12% | -7% | 12% | -3% | . | 2% | -4 | -22% | i
CCCNC(=O)CCC(=O)Nc1ncc(-c2ccc(C)cc2)n1C | -13% | -5% | 0% | 5% | 37% | 2% | -28 | -9% | i
CCN(CC)S(=O)(=O)c1cnccc1N1CCN(c2cccc(Cl)c2)CC1 | 10µM* | -20% | ? | -10% | -26% | -39%[inhibitor] | -69* | 0% | i
CCCCCCCCCC(=O)N1CCN(c2cc3c(cc2F)c(=O)c(C(=O)O)cn3CC)CC1 | ? | 0% | 0% | 4% | . | ? | 26 | ? | i

Some of the entries above in a different format:
| compound | KB-3-1 tox | HT1080 IDH1KD tx | MCF10A rereplic | HT1080-NT tox | ATXN2 expr inh | SW480 rerep | IL-1B inflam inh | KB-V1 MDR tox | S2 tox |
| --- | --- | --- | --- | --- | --- | --- | --- | --- | --- |
| COc1ccc(OC)c(NC(=O)COc2ccc(S(=O)(=O)NC(C)C)cc2)c1 | 5% | 0% | 15% | -4% | -2% | 3% | ? | ? | i |
| O=C(CN1C(=O)S/C(=C\c2ccc(C(=O)O)cc2)C1=O)Nc1ccccc1 | -12% | -7% | 12% | -3% | . | 2% | -4 | -22% | i |
| CCCNC(=O)CCC(=O)Nc1ncc(-c2ccc(C)cc2)n1C | -13% | -5% | 0% | 5% | 37% | 2% | -28 | -9% | i |
| CCCCCCCCCC(=O)N1CCN(c2cc3c(cc2F)c(=O)c(C(=O)O)cn3CC)CC1 | ? | 0% | 0% | 4% | . | ? | 26 | ? | i |

Further structures:
SMILES | KB-3-1 tox | HT1080 IDH1KD tx | MCF10A rereplic | HT1080-NT tox | ATXN2 expr inh | SW480 rerep | IL-1B inflam inh | KB-V1 MDR tox | S2 tox
COC(=O)c1cc(NC(=O)c2c(-c3ccccc3)noc2C)ccc1N1CCOCC1 | . | -1% | ? | 17% | -7% | 0% | -3 | . | ?
CC(C)(C)NC(=O)C(c1cccs1)N(Cc1ccco1)C(=O)c1csnn1 (stereo not drawn) | -6% | -1% | 0% | -3% | 11% | -14% | 6 | ? | i
Cc1cccc(C)c1OCC(O)Cn1ccnc1C (stereo not drawn) | -27% | -4% | -4% | -7% | -17% | -2% | -3 | -15% | i
COc1cc2c(cc1OC)CN(C(=S)Nc1c(C)cccc1C)CC2 | 7% | 12% | -7% | 6% | 3% | . | 0 | -29% | i
O=C(CSc1nc(Nc2ccccc2)nc(N2CCOCC2)n1)Nc1cccc([N+](=O)[O-])c1 | 28% | -7% | -19% | -11% | -16% | -4% | ? | ? | ?
O=C1NC(=O)C(=Cc2ccc(Cl)c(Cl)c2)S1 | 5% | -22% | ? | -24% | 16% | -5% | -5 | 0% | i
